# UCHL1 inh: inhibitors of human UCHL1 deubiquitinase. 47,000 tested, 0.2% active. inhibition, % at 20 µM. Ubiquitin carboxyl-terminal hydrolase isozyme L1 (Homo sapiens), P09936. purified UCHL1, Ub-rhodamine cleavage fluorescence
# OTUD3 inh: inhibitors of human OTUD3 deubiquitinase; OTU domain-containing protein 3 (Homo sapiens), Q5T2D3; purified OTUD3, Ub-rhodamine fluorescence, 2 h; inhibition, % at 25 µM; 47,000 tested, 0.7% active; AID 1645858, 2021
# USP8 inh: inhibitors of human USP8 deubiquitinase | Ubiquitin carboxyl-terminal hydrolase 8 (Homo sapiens), P40818 | purified USP8, Ub-rhodamine cleavage fluorescence, 30 min | inhibition, % at 20 µM | 47,000 tested, 4.2% active
# USP28 block: inhibitors of human USP28 deubiquitinase; purified USP28, Ub-rhodamine cleavage fluorescence, 30 min; inhibition, % at 25 µM; AID 1645857, 2021; 47,000 tested, 3% active
# Target sequence (Q96RU2 whole entry, looked up): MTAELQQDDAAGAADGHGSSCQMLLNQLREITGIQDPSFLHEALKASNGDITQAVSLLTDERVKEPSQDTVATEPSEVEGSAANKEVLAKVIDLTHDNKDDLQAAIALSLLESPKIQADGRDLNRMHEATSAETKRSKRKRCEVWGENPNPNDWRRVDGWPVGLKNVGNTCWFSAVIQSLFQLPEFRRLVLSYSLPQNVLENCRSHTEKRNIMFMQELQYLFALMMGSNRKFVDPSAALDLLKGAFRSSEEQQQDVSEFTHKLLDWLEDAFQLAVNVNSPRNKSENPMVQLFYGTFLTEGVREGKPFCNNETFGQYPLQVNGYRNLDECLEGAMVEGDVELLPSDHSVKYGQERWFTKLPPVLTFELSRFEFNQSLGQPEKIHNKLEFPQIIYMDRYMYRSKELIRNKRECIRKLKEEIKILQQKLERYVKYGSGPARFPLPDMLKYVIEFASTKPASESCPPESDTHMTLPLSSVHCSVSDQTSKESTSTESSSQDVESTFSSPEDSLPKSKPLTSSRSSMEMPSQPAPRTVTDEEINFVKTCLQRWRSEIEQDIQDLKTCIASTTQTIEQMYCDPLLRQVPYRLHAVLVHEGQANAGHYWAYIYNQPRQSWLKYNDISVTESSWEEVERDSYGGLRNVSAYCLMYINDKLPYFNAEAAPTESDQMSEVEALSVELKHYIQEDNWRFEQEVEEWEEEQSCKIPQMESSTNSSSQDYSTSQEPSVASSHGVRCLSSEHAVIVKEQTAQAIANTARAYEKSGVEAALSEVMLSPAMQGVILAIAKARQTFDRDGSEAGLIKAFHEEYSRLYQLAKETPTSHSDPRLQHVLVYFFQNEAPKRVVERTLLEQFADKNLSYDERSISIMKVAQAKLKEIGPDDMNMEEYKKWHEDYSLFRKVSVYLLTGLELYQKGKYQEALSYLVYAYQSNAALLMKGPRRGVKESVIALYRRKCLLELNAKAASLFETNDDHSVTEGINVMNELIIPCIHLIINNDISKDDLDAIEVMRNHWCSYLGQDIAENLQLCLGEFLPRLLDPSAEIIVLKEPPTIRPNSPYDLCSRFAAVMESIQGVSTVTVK
# USP10 block: inhibitors of human USP10 deubiquitinase; Ubiquitin carboxyl-terminal hydrolase 10 (Homo sapiens), Q14694; purified USP10, Ub-rhodamine fluorescence, 60 min; inhibition, % at 20 µM; 47,000 tested, 1.1% active; AID 1645856, 2021
# USP17 inh: inhibitors of human USP17 deubiquitinase | purified USP17, Ub-rhodamine cleavage fluorescence, 3 h | AID 1645855, 2021 | Ubiquitin carboxyl-terminal hydrolase 17-like protein 5 (Homo sapiens), A8MUK1 | inhibition, % at 50 µM | 47,000 tested, 6.5% active
# USP7 inh: inhibitors of human USP7 deubiquitinase | Ubiquitin carboxyl-terminal hydrolase 7 (Homo sapiens), Q93009 | inhibition, % at 20 µM | 47,000 tested, 0.3% active | purified USP7, Ub-rhodamine cleavage fluorescence
# USP30 block: inhibitors of human USP30 deubiquitinase | Ubiquitin carboxyl-terminal hydrolase 30 (Homo sapiens), Q70CQ3 | purified USP30, Ub-rhodamine cleavage fluorescence | inhibition, % at 25 µM | 47,000 tested, 5.3% active
# The depositor's hits bear a star; i = inactive; · = not tested or not shown. Rule as the data show it: active = inhibition above about 30%; inactive = the rest.
SMILES,UCHL1 inh,OTUD3 inh,USP8 inh,USP28 block,USP10 block,USP17 inh,USP7 inh,USP30 block
NC(c1c(O)ccc2ccccc12)P(=O)(O)O (stereo not drawn),-1.0,3.6,37.5*,3.6,-1.0,9.4,4.7,4.4
CCCc1ccc2c(c1CO)OC(C(C)(C)O)C2 (stereo not drawn),-0.1,-1.1,-0.1,-8.5,-2.3,-28.0,-5.6,-5.0
CCC(C(=O)NCCc1ccccc1)(C(F)(F)F)C(F)(F)F,-3.8,-11.0,-11.1,-11.8,-2.8,-7.6,-3.4,-26.4
O=C(CSc1nnc(-c2ccc3c(c2)OCCCO3)n1C1CC1)N1CCCC1,-2.3,-5.8,-0.8,-6.0,-0.3,-2.0,-11.5,-0.4
Cc1ccc(-c2sc(-c3ccccc3)nc2CC(=O)O)cc1,5.2,8.5,-100.2,16.1,16.6,15.8,13.1,0.1
CCC(=O)N1CCCc2ccc(NC(=O)c3cccc(OC)c3)cc21,-3.0,0.0,-11.2,37.3*,-3.0,-6.0,-1.7,-6.1
COC(=O)c1ccc(N2CCN(C(=O)Nc3ccc4c(c3)NC(=O)CO4)CC2)c([N+](=O)[O-])c1,3.5,0.1,-114.7,9.2,3.6,-10.7,-2.9,17.0
CC(=O)N1CCN(C(=O)c2ccc3nc(-n4cccc4)sc3c2)CC1,2.1,0.7,-5.0,5.5,-0.7,-11.6,2.7,5.8
CC(Nc1cc(-c2ccncc2)nc(-c2ccccn2)n1)c1ccccc1 (stereo not drawn),2.1,8.2,-111.3,6.0,-0.4,-6.1,2.8,15.9
CC(=O)Nc1ccc(Sc2ccc(C)cc2)cc1,0.3,-7.4,-46.8,7.4,3.2,-7.4,-8.4,-25.6
COc1ccc(-c2onc(C)c2C)cc1S(=O)(=O)NCc1ccccc1,1.8,-2.6,0.5,-3.1,3.6,-40.3,-2.2,0.8
Cc1nccc(C2CN(C(=O)CCc3c[nH]c4ccccc34)CCO2)n1 (stereo not drawn),-0.6,-7.2,-2.0,-5.2,-0.2,-0.5,-0.3,-1.8
Cc1ccccc1C(=O)N1CCCCC1CCN1CCCC1 (stereo not drawn),-0.8,4.8,15.3,4.6,-0.2,4.4,2.8,1.7
O=C(O)c1cccc(Nc2nc(-c3cccnc3)nc3ccccc23)c1,-1.4,6.5,9.7,3.8,-4.6,-5.8,5.0,-23.0
Fc1ccc(-c2nnc3n2-c2ccccc2SC3)cc1,3.6,7.8,0.0,3.6,-2.4,4.2,3.4,14.2
Cc1ccc(Sc2ncccc2C(=O)Nc2ccnn2C2CCCC2)cc1,0.3,-14.1,-62.8,-9.5,0.4,-26.1,-3.2,-18.0
CCn1cc(C(=O)N2CCOC(c3cc(NC)cc(C)n3)C2)cn1 (stereo not drawn),-0.3,-2.6,1.0,-2.7,-1.4,-7.7,2.8,13.9
CCc1c(C2CCN(C(=O)NCc3cccc(OC)c3)CC2)noc1N,-3.7,-0.5,3.7,0.1,3.2,5.7,0.4,4.4
CC(C)(C)C(=O)Cn1c(=O)n(Cc2ccc3c(c2)OCO3)c(=O)c2ccc(C(=O)NC3CCCCC3)cc21,5.5,0.1,3.6,-4.1,3.1,0.0,8.6,2.3
Cn1ncc2c(Nc3ccccc3)nc(NCCc3ccccc3)nc21,11.4,0.0,4.1,7.7,6.8,24.9,10.1,10.9
Cn1cccc1C(=O)N1C[C@H](OCc2ccccn2)[C@H]2OCCC[C@H]21,-0.5,0.0,-83.1,0.4,1.3,-8.2,0.0,0.7
CN(C(=O)CCCc1c[nH]c2ccccc12)C(c1ccccc1)c1ccccc1,5.0,-0.2,0.1,10.9,9.8,19.0,8.9,5.6
CC(C)N1C[C@@H]2C[C@H](NC(=O)Nc3ccccc3)CN2Cc2ccccc21,-16.4,-88.9,-43.0,-87.5,-5.4,-128.2,-16.0,-461.2
O=C(Nc1ccnn1C1CCCC1)c1cccnc1Sc1ccccc1Cl,-1.9,-9.2,-13.7,-9.0,1.3,-13.4,-4.6,-14.4
O=C(Nc1ccccc1)Nc1ccc2nc3n(c(=O)c2c1)CCCC3,0.3,-5.4,-20.2,4.5,-6.0,-3.2,-5.4,-38.7

# Printed as active in USP8 inh, among the entries above:
SMILES,UCHL1 inh,OTUD3 inh,USP8 inh,USP28 block,USP10 block,USP17 inh,USP7 inh,USP30 block
NC(c1c(O)ccc2ccccc12)P(=O)(O)O (stereo not drawn),-1.0,3.6,37.5*,3.6,-1.0,9.4,4.7,4.4

# (more compounds)
SMILES,UCHL1 inh,OTUD3 inh,USP8 inh,USP28 block,USP10 block,USP17 inh,USP7 inh,USP30 block
CCOc1ccc2oc(C(=O)OCC(=O)Nc3ccc(OC(F)(F)F)cc3)c(C)c2c1,-5.2,-44.9,-24.3,-58.4,-3.7,-23.7,-3.1,-216.0
COc1ccc(S(=O)(=O)N2CCOCC2)cc1NC(=O)COc1ccc(C)cc1,5.1,-14.7,-9.4,7.7,-0.7,-1.6,0.4,-0.3
CCCN1CCN(C(=O)C2CCCN(S(=O)(=O)N3CCCCCC3)C2)CC1 (stereo not drawn),0.7,10.9,11.7,5.9,-0.2,10.1,4.3,16.5
CCc1ccc(NC(=O)CSc2cn(Cc3cccc(F)c3)c3ccccc23)cc1,2.9,3.8,9.5,11.6,8.5,-3.3,2.7,2.7
CC1CCC(NC(=O)C2(C)Cn3c(cc4occc43)C(=O)N2Cc2ccccc2)CC1 (stereo not drawn),5.1,15.3,0.2,12.6,8.4,7.6,-23.5,20.4
Cc1ccc(CNC(=O)c2ccc(N3C(=O)C(C)CS3(=O)=O)cc2)cc1 (stereo not drawn),0.1,13.8,-6.3,5.4,-0.7,8.6,6.1,7.1
Cc1ccc(S(=O)(=O)N2C[C@@H]3C[C@H](NC(=O)c4cccnc4)[C@H]2C3)cc1C,-4.1,-13.4,-11.3,-8.6,-5.0,-3.6,-5.8,-9.1
COc1ccc(NS(=O)(=O)c2ccc(O)c([N+](=O)[O-])c2)cc1S(=O)(=O)N1CCCCC1,2.5,10.9,-26.9,3.8,1.3,-9.4,-5.3,-57.4
Cc1ccc(-c2cc(C(F)F)n3ncc(C(=O)Nc4ccc5c(c4)OCO5)c3n2)cc1,0.2,10.8,47.2*,10.3,-0.5,22.3,0.1,11.1
Cc1ccc(NC(=O)Nc2ccccc2OCc2cc(=O)n3cc(C)ccc3n2)cc1,9.8,-2.1,32.1*,17.7,16.8,3.6,15.4,-2.8
Cc1ccc(-c2nnc(N3CCC(C(=O)N4CCC(C)CC4)CC3)o2)cc1,0.1,-4.2,4.4,-3.2,1.6,-2.7,-10.6,5.4
Cn1c(=O)c2c(nc(CN3CCOCC3)n2CCc2ccccc2)n(C)c1=O,6.0,5.2,5.4,1.4,3.5,3.4,9.4,31.6*
COc1ccc(-c2cc(C(=O)NC3CCCCCC3)[nH]n2)cc1S(=O)(=O)N(C)C,4.4,-13.8,-17.4,0.2,-0.1,51.2*,-0.1,3.2
CCc1nnsc1C(=O)N1CCCC1c1ccnc(NC)c1 (stereo not drawn),0.7,6.1,0.3,4.2,-1.1,1.3,1.3,7.9
Cc1ccc(NC(=O)c2cccc(-n3cnnn3)c2)c(Cl)c1,-0.1,-0.4,0.4,·,3.2,22.8,-0.1,·
Cc1c(C(=O)N(C)Cc2ccco2)nnn1-c1cccc2c1CCN(CC1CC1)C2,0.9,3.8,11.3,2.9,-1.8,-12.4,-3.2,-29.9
c1nc(NCCN2CCOCC2)c2c3c(sc2n1)CCC3,-0.8,4.3,12.6,1.1,-1.2,4.4,0.0,0.0
CCCn1c(=O)c(C)nc2cc(-c3noc(C(C)Oc4ccccc4)n3)ccc21 (stereo not drawn),-29.6,-215.4,-104.5,-226.2,-7.0,-146.7,-35.9,i
COc1ccccc1N1CCN(C(=O)c2[nH]c3ccccc3c2NC(=O)c2cccc(C)c2)CC1,2.1,-17.1,-19.8,-13.8,-1.1,-11.9,0.2,-30.9
CCCCCCCCCCCCCCCc1cc(O)cc(O)c1,5.3,-5.5,5.5,-16.7,30.2*,30.0*,-13.0,1.8
COc1ccc(C(=O)Nc2nccnc2C(=O)N2CCN(c3ccc(F)cc3)CC2)cc1,0.2,-5.1,-25.3,-3.9,-4.8,-15.4,-3.0,-19.9
COc1ccc(OC)c(Nc2nc(-c3ccc(Cl)cc3)c(C)s2)c1,6.5,12.5,42.1*,11.1,7.7,5.1,6.8,10.0
CCN(c1cccc(C)c1)S(=O)(=O)c1ccc2c(c1)NC(=O)CC(C)S2 (stereo not drawn),3.2,-4.7,-0.9,-2.3,6.3,0.3,-5.4,0.0
Cc1ccc(NC(=O)CNc2nc(Nc3ccccc3)nc(Nc3ccccc3)n2)cc1,3.1,-5.2,-3.9,-11.0,-1.8,6.9,4.3,0.8
CNC(=O)C1CN(C(=O)c2ccc3ccccc3n2)CC12CCCC2 (stereo not drawn),0.1,4.5,3.6,3.8,2.8,2.0,-0.1,21.6

# Complete entries as entered above:
# CCCn1c(=O)c(C)nc2cc(-c3noc(C(C)Oc4ccccc4)n3)ccc21 (stereo not drawn) reads UCHL1 inh: -29.6; OTUD3 inh: -215.4; USP8 inh: -104.5; USP28 block: -226.2; USP10 block: -7.0; USP17 inh: -146.7; USP7 inh: -35.9; USP30 block: i
# c1nc(NCCN2CCOCC2)c2c3c(sc2n1)CCC3 reads UCHL1 inh: -0.8; OTUD3 inh: 4.3; USP8 inh: 12.6; USP28 block: 1.1; USP10 block: -1.2; USP17 inh: 4.4; USP7 inh: 0.0; USP30 block: 0.0
# CNC(=O)C1CN(C(=O)c2ccc3ccccc3n2)CC12CCCC2 (stereo not drawn) reads UCHL1 inh: 0.1; OTUD3 inh: 4.5; USP8 inh: 3.6; USP28 block: 3.8; USP10 block: 2.8; USP17 inh: 2.0; USP7 inh: -0.1; USP30 block: 21.6

# (continued)
SMILES,UCHL1 inh,OTUD3 inh,USP8 inh,USP28 block,USP10 block,USP17 inh,USP7 inh,USP30 block
COc1ccc(CNc2ncnc3c2CN(C2CCCNC2)C(=O)CN3C)cc1 (stereo not drawn),-1.7,-9.5,-125.6,0.0,0.5,-30.8,-1.4,-9.0
Cc1cccc(NS(=O)(=O)c2ccc3c(c2)CCCC(=O)N3)c1C,6.6,0.5,5.2,0.1,1.2,-1.1,6.1,-0.3
O=C(CSc1ncnc2c1oc1ccccc12)c1cc(Cl)sc1Cl,-3.2,-25.3,-4.2,-51.9,-6.5,-29.0,9.4,-195.2
Cc1ccc(Oc2nc(-c3cccnc3)nc3ccccc23)cn1,-0.2,-7.1,-8.9,-5.6,-3.1,6.1,-1.2,-14.3
COc1ccc(C)cc1S(=O)(=O)Nc1cccc(-c2cn3cccnc3n2)c1,-1.6,-7.6,-32.5,-4.9,-1.4,-19.7,-1.5,-13.8
Cn1ccnc1C(=O)N1C[C@@H]2OCC(=O)N(c3ccccc3)[C@H]2C1,0.6,6.1,1.8,4.9,-1.0,-0.3,2.4,-0.1
Cc1ccccc1C(=O)N1CCN(CCNC(=O)C(=O)Nc2ccc(Br)cc2)CC1,-0.1,-4.7,-4.2,-9.3,-2.3,-4.4,-1.8,4.5
Cc1cncc(C2CCN(C(=O)Cn3nnc4ccccc43)CC2)n1,3.0,-0.1,-51.4,-3.9,0.8,-4.0,16.6,0.1
CC(C)(O)C#CC(c1ccccc1O)N1CCCCC1 (stereo not drawn),-3.5,-5.7,-5.3,-19.8,1.9,-8.5,-4.8,-5.0
CC(C)CCNC(=O)C1(C)CN(S(=O)(=O)c2ccccc2)CC(=O)N1c1ccc(Cl)cc1 (stereo not drawn),3.0,0.0,0.9,4.8,6.3,-4.5,-29.0,-6.8
COc1cc(OC)c2c(C)c(CC(=O)N3CCN(c4ccccc4)CC3)c(=O)oc2c1,0.1,-1.5,-8.6,-1.0,-0.5,·,0.7,13.2
COc1ccc(-c2noc([C@@H]3CCCN3C3CCN(C(C)=O)CC3)n2)cn1,-4.3,-0.9,11.7,-13.4,-7.7,-6.8,-1.4,-27.6
Cc1ccccc1-c1nc(C2CC(=O)N(Cc3ccccc3)C2)no1 (stereo not drawn),0.4,12.9,1.6,11.5,-3.9,9.5,-11.6,14.8
Cc1ccc(-c2c(NC(=O)C3CCCCC3)n(C)c3ccccc3c2=O)cc1,-4.2,-7.8,0.2,-3.4,2.2,-3.0,-21.3,12.7

# As entered above.
# `Cc1ccccc1C(=O)N1CCN(CCNC(=O)C(=O)Nc2ccc(Br)cc2)CC1` in USP8 inh: -4.2
# `CC(C)CCNC(=O)C1(C)CN(S(=O)(=O)c2ccccc2)CC(=O)N1c1ccc(Cl)cc1` (stereo not drawn) in USP10 block: 6.3

# Compound activity from PubChem.
